D2 potentiator: positive allosteric modulators of human D2 dopamine receptor; potentiation, % at 10 µM; AID 485347; P14416; HEK293 T-REx D2, calcium flux, EC20 dopamine potentiation; 0.34% of 340,000 active;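 active = potentiation over 3 SD above the plate norm, cut at about 30% in these data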; note: 0% is about no effect
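Cells plated with tetracycline inducer and held overnight at 30 C; calcium dye loaded 30–90 min at room temperature; baseline taken, compound added and read 180 s; EC20 dopamine then added and read 180 s.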
D1 PAM: human D1 dopamine receptor positive modulation | P21728 | HEK293 TREx D1 cells, calcium flux, dopamine EC20 potentiation | potentiation, % at 10 µM | 0.036% of 360,000 active; in the data active = potentiation above about 30%; note: 0% is about no effect
Target sequence (P21728 whole entry, looked up): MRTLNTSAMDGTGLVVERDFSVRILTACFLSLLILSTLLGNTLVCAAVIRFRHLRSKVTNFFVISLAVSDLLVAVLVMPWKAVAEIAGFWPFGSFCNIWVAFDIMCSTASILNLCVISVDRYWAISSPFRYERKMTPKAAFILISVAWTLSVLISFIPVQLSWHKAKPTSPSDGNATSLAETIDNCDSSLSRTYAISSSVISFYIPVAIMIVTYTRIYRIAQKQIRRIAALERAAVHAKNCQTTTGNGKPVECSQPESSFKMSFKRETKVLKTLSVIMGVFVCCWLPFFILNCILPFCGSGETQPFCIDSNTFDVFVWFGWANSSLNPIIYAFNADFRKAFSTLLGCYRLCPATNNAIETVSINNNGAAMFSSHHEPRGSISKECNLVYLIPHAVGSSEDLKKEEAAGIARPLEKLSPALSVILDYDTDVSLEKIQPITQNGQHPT
RXFP1 antag: blocks the human relaxin receptor RXFP1. HEK293-RXFP1, relaxin-stimulated cAMP HTRF, 30 min; active compounds read low. activity change, negative = inhibition, % at 57.5 µM. 0.59% of 350,000 active. AID 1259400;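 active = activity change of -60% or lower, but not beyond a set lower limit; inconclusive = change between -60% and -40%, or beyond the set limit; inactive = change above -40%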; note: % is set by controls: 0 for no effect and ±100 for the full control effect
RXFP1 ag: agonists of human relaxin receptor RXFP1 | Q9HBX9 | HEK293T-RXFP1 cAMP TR-FRET, 30 min; response scale: percent of porcine relaxin response, buffer zero | Potency, µM (series often up to 57.5 µM), for inactives: top-dose activation, usual class: activators | 0.3% of 370,000 active | AID 2676; note: potency is the fitted concentration of half-maximal effect; % is set by controls: 0 for no effect and ±100 for the full control effect; nearly all actives have a fitted effect of over 60% in size; many of its hits are not listed in these tables
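HEK293T cells stably expressing RXFP1 were pretreated with the PDE4 inhibitor Ro 20174, exposed to compounds for 30 min at 37C, lysed, and cAMP was read by TR-FRET. Data normalized to buffer (basal) and 29 nM porcine relaxin (100%).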
D1 antag: blocks dopamine activation of the human D1 receptor | HEK293 TREx D1 cells, calcium flux, dopamine EC80; active compounds read low | P21728 | 3.2% of 360,000 active | activity change, negative = inhibition, % at 10 µM; in the data active = activity change below about -30%; note: % is set by controls: 0 for no effect and ±100 for the full control effect
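Calcium flux readout: force-coupled, inducible Hek293 Trex D1 line, cells induced overnight at 30 C with tetracycline, dye-loaded 30–90 min at RT. Antagonism scored against EC80 dopamine challenge given 180 s after compound.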
TRHR PAM: allosterically enhances the human TRH receptor. 0.66% of 360,000 active. enhancement, % at 2 µM. TRHR cells, fluo-8 calcium fluorescence, EC20 TRH enhancement. P34981; in the data active = enhancement above about 30%; note: 0% is about no effect
Target sequence (P34981 whole entry, looked up): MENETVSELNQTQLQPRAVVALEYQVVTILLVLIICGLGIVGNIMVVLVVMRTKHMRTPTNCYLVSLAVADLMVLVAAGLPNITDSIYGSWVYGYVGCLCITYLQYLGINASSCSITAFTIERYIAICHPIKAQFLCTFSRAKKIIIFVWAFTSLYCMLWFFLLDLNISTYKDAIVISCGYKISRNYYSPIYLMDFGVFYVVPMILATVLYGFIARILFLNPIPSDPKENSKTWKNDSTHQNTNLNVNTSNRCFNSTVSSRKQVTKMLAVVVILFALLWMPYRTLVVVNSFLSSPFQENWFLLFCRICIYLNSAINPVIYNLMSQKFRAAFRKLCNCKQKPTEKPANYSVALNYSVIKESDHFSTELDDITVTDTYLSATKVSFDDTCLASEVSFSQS
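TRHR-expressing cells loaded with fluo-8 calcium dye were read kinetically (ex 480/em 530) during compound addition, then stimulated with an EC20 of TRH (10 nM final). Enhancement of the Gq-mediated intracellular calcium response was scored.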
TRHR ag: activates the human TRH receptor; TRHR cells, calcium flux fluo-8, FDSS agonist mode; activation, % at 2 µM; 0.18% of 360,000 active; AID 493084; in the data active = activation above about 30%; note: 0% is about no effect
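Steps: seed TRHR cells overnight; add fluo-8 no-wash Ca dye, RT 30 min–1.5 h; record 10 s baseline; pin-transfer compounds; monitor fluorescence 1 cycle/s for the agonist window. Calcium increases flag candidate agonists.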
Apoferritin bind: candidate novel general anesthetic via apoferritin binding; P02791; apoferritin/1-aminoanthracene competitive binding, fluorescence; AID 485281; Potency, µM (top dose mostly 77.5 µM), for the others: at the highest dose activity change, negative = displacement, most hits filed as inhibitors; 0.074% of 350,000 active; note: potency is the fitted concentration of half-maximal effect; % is set by controls: 0 for no effect and ±100 for the full control effect; nearly all actives have a fitted effect of over 20% in size
Target sequence (P02791 2-175 limits assumed): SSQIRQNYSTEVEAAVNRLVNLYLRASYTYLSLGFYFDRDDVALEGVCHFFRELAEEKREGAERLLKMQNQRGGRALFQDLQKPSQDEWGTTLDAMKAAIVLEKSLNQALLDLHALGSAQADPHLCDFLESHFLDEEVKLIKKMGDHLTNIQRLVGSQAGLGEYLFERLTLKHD
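Concentration-response curves derived by four-parameter Hill fitting of normalized fluorescence, where compounds displaced 1-AMA from 10 uM horse apoferritin following a brief 10 min room-temperature incubation; propofol titration acted as positive control.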
D1 agonist: agonists of human D1 dopamine receptor; activation, % at 2 µM; 1% of 360,000 active; P21728; AID 504660; HEK293 T-REx D1 cells, calcium flux, agonist mode; in the data active = activation above about 30%; note: 0% is about no effect
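Agonism was scored from calcium flux recorded over 180 s (1 read/s) after pintool compound addition, following a 10-cycle baseline. Cells were inducible force-coupled HEK293 TREx D1, plated overnight at 30 C and loaded with no-wash calcium dye.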
* = called active by the depositor; ? = inconclusive; . = not tested or not shown; [ ] = remark or other dose. Unless noted, calls come from the whole dose curve; as a rule, active = well fitted curve in the direction sought with a large enough effect; inconclusive = small, poorly fitted or top-dose-only effect, or another doubt; inactive = no such curve, though single readings can be large; an effect the other way counts as inactive or inconclusive. The list is partial; rates above refer to the full screens.

Results follow in this order: Apoferritin bind	RXFP1 antag	D1 agonist	RXFP1 ag	D1 PAM	TRHR ag	D1 antag	TRHR PAM	D2 potentiator
1. Cc1cc(C(=O)N/N=C2\CCCC(C)C2)n[nH]1 (stereo not drawn)
  -7%	-6	-2	-0.2%	-6	0.9	16	1	-3
2. CSc1nc(-c2ccccc2)cc(C)c1C#N
  -6%	-11	15	-2.7%	-6	0.4	-3	-7	-6
3. Cc1ccc(OCCCn2c(-c3ccc(Cl)cc3)nc3ccccc3c2=O)cc1C
  5%	1	2	-2.1%	0	1.2	0	-5	-11
4. O=C(Nc1nccs1)C1CCN(S(=O)(=O)c2ccc3c(c2)OCCCO3)CC1
  -8%	-1	6	-1.7%	-2	0.1	-15	11	9
5. O=C1NC(c2ccccc2)=CC(c2ccccc2O)N1 (stereo not drawn)
  .	.	1	1.1%	-3	0.2	7	-3	-5
6. COc1ccccc1N1CCN(C(=O)c2cc(C(=O)N3CCN(c4ccccc4OC)CC3)cc([N+](=O)[O-])c2)CC1
  -7%	7	0	-0.3%	3	-0.3	-14	-6	1
7. Cc1ccc(CNC(=O)CCc2ccccc2)cc1
  -7%	-1	0	0.1%	-2	0.4	-11	-1	6
8. CC(=O)c1ccc(NCC2COc3ccccc3O2)c([N+](=O)[O-])c1 (stereo not drawn)
  ?	1	6	-0.6%	-3	-0.1	-16	4	4
9. CC(=O)OC[C@H]1O[C@@H](n2ccc(=O)[nH]c2=S)C(OC(C)=O)C1OC(C)=O (stereo partly drawn)
  -8%	-5	1	3.9%	-3	0.1	17	10	4
10. COc1ccccc1C(=O)N/C(=C\c1cn(S(=O)(=O)N(C)C)c2ccccc12)C(=O)N1CCCCC1
  -6%	3	1	-1.9%	-1	-0.3	6	-2	5
11. CC1CCCCN1CC(=O)N1CCCc2c1c(=O)oc1ccc(OCc3ccccc3)cc21 (stereo not drawn)
  ?	.	-1	4.2%	-1	-0.4	4	2	8
12. COc1ccc(S(=O)(=O)Cc2ccc(C(=O)N3CCCC3)o2)cc1
  -11%	.	0	-0.1%	4	-0.2	3	1	0
13. O=C(CSc1nnc(-c2cccs2)n1Cc1ccco1)c1ccc2c(c1)OCO2
  ?	-15	8	1.3%	-4	-0.5	-32*	-3	-1
14. CCCCCCC(=O)Nc1cc2c(C)cc(=O)oc2cc1C
  10%	6	1	6.9%	3	-0.4	7	5	8
15. O=c1[nH]c2c(Br)cnc([N+](=O)[O-])c2[nH]1
  -3%	-8	2	1.7%	-2	-0.5	18	-2	3
16. O=C(Cn1c(=O)oc2ccccc21)NCc1ccccc1Cl
  -9%	-7	2	0.3%	2	-0.4	6	2	-11
17. CCN1CCN(CCCNC(=O)Cn2c(-c3cccs3)cc3cc(F)ccc32)CC1
  4%	-8	36*	0.4%	4	-0.8	-6	6	1
18. CCOc1ccc(NC(=O)CSc2nc3c(oc4ccccc43)c(=O)n2CCOC)cc1
  5%	.	0	0.2%	-3	-0.2	-1	-1	-9
19. Cc1ccc(S(=O)(=O)N(CC(O)Cn2c3ccccc3c3ccccc32)c2cccc(C(N)=O)c2)cc1 (stereo not drawn)
  -1%	.	3	-1.1%	0	0.7	-2	6	-1
20. C=CCNc1nc2c(c(=O)n(C)c(=O)n2C)n1CCCCCC
  0%	-11	5	6.3%	-4	0.1	17	4	.
21. CCCCCCNC(=O)CCNS(=O)(=O)c1ccc(C)cc1
  -16%	-5	-2	0.4%	-3	-0.1	7	7	16
22. CCC1CCCCN1c1cc(C)nc2cc(-c3cccc(C)c3)nn12 (stereo not drawn)
  32%[activator]	-8	2	2.9%	3	-0.5	35	4	7
23. CN1C(=O)CSC1=Nc1ccc(Br)cc1
  -5%	10	-4	3.3%	-5	0.1	-7	1	-2
24. C/C(=N/NC(=O)c1nnn(-c2nonc2N)c1-c1ccccc1)c1ccc2c(c1)OCO2
  -10%	-3	8	-1.8%	-3	0.4	6	2	.
25. CN(C)CCNc1ncnc2c1sc1nc(N3CCOCC3)c3c(c12)CC(C)(C)SC3
  -13%	-27	6	4.7%	1	2.3	14	5	2
26. Clc1ccc(-c2cc(COc3ccccc3)on2)cc1
  -7%	5	35*	2.7%	5	2.9	11	14	-15
27. CCOc1ccc(C(=O)Nc2ccc3nc(Nc4cccc(C(F)(F)F)c4)cc(C)c3c2)cc1OCC
  12%	.	1	3.4%	4	0.2	2	5	-10
28. Cc1ccc(OCC(=O)Nc2ccc3nn(-c4ccc(C)cc4)nc3c2)cc1
  4%	-4	0	2.3%	1	0.3	-10	-6	2
29. CCCCNC(=O)C1CCN(S(=O)(=O)c2cnc[nH]2)CC1
  -8%	-8	4	1.0%	-2	0.4	7	5	-8
30. CC(C)C[C@H](NC(=O)NCc1ccc(Cl)cc1)C(=O)O
  -14%	-8	3	1.5%	-12	-0.2	6	0	19

Shown as a hit in D1 antag (from the list above):
No. | mol | RXFP1 antag | D1 agonist | D1 PAM | D1 antag | TRHR PAM | D2 potentiator
13 | O=C(CSc1nnc(-c2cccs2)n1Cc1ccco1)c1ccc2c(c1)OCO2 | -15 | 8 | -4 | -32* | -3 | -1

Next results:
Results follow in this order: Apoferritin bind	RXFP1 antag	D1 agonist	RXFP1 ag	D1 PAM	TRHR ag	D1 antag	TRHR PAM	D2 potentiator
31. O=C(CS(=O)(=O)Cc1ccccc1)N1CCN(C(=O)c2ccco2)CC1
  -6%	5	1	0.9%	-7	0.2	10	4	-7
32. COc1ccccc1C(=O)CSc1nccn1C
  -5%	-8	1	0.0%	.	1.1	8	-1	-6
33. CC1CN(C(=O)COC(=O)c2nn(-c3ccccc3)c(=O)c3ccccc23)CC(C)O1 (stereo not drawn)
  -5%	1	0	2.6%	-3	-0.3	17	7	6
34. O=C(COc1ccc(S(=O)(=O)N2CCOCC2)cc1)NCC1CCCO1 (stereo not drawn)
  -1%	0	2	1.4%	3	0.2	3	2	3
35. CC(C)(C)c1cc(NC(=O)COC(=O)C2CC2)n(-c2ccccc2)n1
  -9%	10	-1	3.5%	2	0.5	-4	-1	-8
36. N#Cc1ccc(Cl)cc1NC(=O)COC(=O)[C@H](CCC(N)=O)NC(=O)c1ccc(F)cc1
  -1%	17	2	0.7%	1	-0.5	-32*	-4	-5
37. O=C(C1=C[C@@H](C2CCCCC2)C[C@@H](OCCCCO)O1)N1CCOCC1
  -3%	.	-4	-1.4%	0	0.1	-15	14	1
38. COc1ccc(C)cc1NC(=O)CNC(=O)c1sc2ccccc2c1Cl
  .	-3	4	4.5%	2	-0.4	-4	1	-7
39. CCCCN1C(C)=CC(=C2C(=O)c3ccccc3C2=O)C=C1C
  -9%	-2	3	3.2%	-3	-1.0	-5	0	4
40. CN(CCc1ccccn1)C1CCCN(S(=O)(=O)c2ccc(F)c(Cl)c2)C1 (stereo not drawn)
  -3%	-3	2	-1.5%	-11	-1.0	-19	-7	-10
41. Cc1cccc(NC(=S)/N=C(\N)Nc2nc(C)c3ccc(C)cc3n2)c1
  -14%	-8	3	4.0%	-6	1.6	-4	-6	.
42. CN(CC(=O)Nc1ccccc1Br)C(=O)c1ccncc1
  -18%	-21	-1	-0.1%	0	1.5	4	6	-7
43. N#CCCn1cc(C(=O)N2CCCCC2)c(-c2ccc([N+](=O)[O-])cc2)n1
  -10%	-20	3	1.2%	-10	0.3	12	1	0
44. Cc1ccc(/C=C/c2ccc3cccc(O)c3n2)s1
  -8%	?	-2	4.9%	-1	2.6	4	-1	14
45. COc1ccc(CN2CCCCC2c2cccnc2)c(OC)c1C (stereo not drawn)
  -14%	-2	0	-0.2%	-2	-0.8	8	1	-2
46. COc1ccc([N+](=O)[O-])cc1NC(=O)C(C)OC(=O)C1c2ccccc2Oc2ccccc21 (stereo not drawn)
  -9%	9	4	-0.1%	-5	0.7	-17	-8	3
47. CN(CC(=O)Nc1ccc(Cl)c(S(=O)(=O)N2CCOCC2)c1)C(=O)c1ccc(C#N)cc1
  .	4	0	0.6%	-1	0.4	-6	0	22
48. Cc1ccc(N2CC(c3nc4ccccc4[nH]3)CC2=O)c(C)c1 (stereo not drawn)
  14%	1	3	-0.7%	-2	-1.4	2	14	0
49. CCN1C(=O)NC2C1N(S(C)(=O)=O)CCN2S(C)(=O)=O (stereo not drawn)
  -8%	-8	2	0.6%	-6	0.2	4	1	-12
50. CCC(C)NC(=O)CN1C(=O)c2cccnc2Oc2ccc(C)cc21 (stereo not drawn)
  -4%	4	1	0.4%	-8	0.3	-7	16	5
51. COc1cccc(CNc2ccc([N+](=O)[O-])cc2Cl)c1O
  ?	1	2	-0.1%	-3	-0.2	-18	-2	6
52. CCCCNC(=O)CS(=O)Cc1nc(-c2ccc(C)cc2)oc1C (stereo not drawn)
  -9%	4	-1	0.2%	-4	-1.5	7	-9	4
53. O=C1NC2(CCCCC2)C(=O)N1CCS(=O)(=O)Oc1ccccc1
  -15%	-9	0	0.2%	0	0.0	-3	38*	.
54. Cc1nc(-c2ccccc2)nc2[nH]c(C(C)C)cc(=O)c12
  -9%	17	0	0.1%	2	-0.9	-3	3	-1

Some values from above.
COc1cccc(CNc2ccc([N+](=O)[O-])cc2Cl)c1O in TRHR ag = -0.2
CCCCNC(=O)CS(=O)Cc1nc(-c2ccc(C)cc2)oc1C (stereo not drawn) in RXFP1 ag = 0.2%

Along the list, from the results shown:
TRHR ag, entries 12–22 → -0.2, -0.5, -0.4, -0.5, -0.4, -0.8, -0.2, 0.7, 0.1, -0.1, -0.5
Apoferritin bind, entries 12–22 → -11%, ?, 10%, -3%, -9%, 4%, 5%, -1%, 0%, -16%, 32%[activator]

Compound activity: PubChem, National Center for Advancing Translational Sciences (NCATS)
